Screening data from PubChem.
CaV13 FRET inh = Primary screen for inhibitors of IQ motif and Ca2+-dependent inactivation inhibitor domain binding in CACNA1D, Förster resonance energy transfer in living cells, …; HEK cells, CFP/YFP FRET ICDI-IQ, plate reader, 10 min; percent FRET-ratio fall versus neutral wells; inhibition, % at 12.3 µM; actives 0.098% (n = 340,000);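 active = mean replicate inhibition of at least 30% and at least 1% of replicates passing that level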;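 note: 0% = median of the neutral control wells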
Vif inh = HIV Vif self-association inhibitors, primary screen, imaging, HEK293T, single point | HEK293T cells, Vif self-association by quenched fluorescence, 24 h | inhibition, % at 7.49 µM | actives 0.35% (n = 340,000); in the data active = inhibition above about 50%, passing the limit was not always enough; note: some results filed as inactive read as strong as hits
HTR2A ag = mouse Htr2a agonists via beta-arrestin recruitment, primary screen, cell-based, luminescence | CHO-K1 mHTR2A beta-arrestin complementation; percent of 30 µM serotonin response | AID 624169, 2012 | activation, % at 7.6 µM | 5-hydroxytryptamine receptor 2A (Mus musculus), P35363 | actives 0.66% (n = 360,000);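 active = activation above a run cutoff, the mean activation of all tested compounds plus 3 SD, cut at about 14% in these data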;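 note: 0% = plate median of compound wells and 100% = 30 µM serotonin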
Target sequence (P35363 whole entry, looked up): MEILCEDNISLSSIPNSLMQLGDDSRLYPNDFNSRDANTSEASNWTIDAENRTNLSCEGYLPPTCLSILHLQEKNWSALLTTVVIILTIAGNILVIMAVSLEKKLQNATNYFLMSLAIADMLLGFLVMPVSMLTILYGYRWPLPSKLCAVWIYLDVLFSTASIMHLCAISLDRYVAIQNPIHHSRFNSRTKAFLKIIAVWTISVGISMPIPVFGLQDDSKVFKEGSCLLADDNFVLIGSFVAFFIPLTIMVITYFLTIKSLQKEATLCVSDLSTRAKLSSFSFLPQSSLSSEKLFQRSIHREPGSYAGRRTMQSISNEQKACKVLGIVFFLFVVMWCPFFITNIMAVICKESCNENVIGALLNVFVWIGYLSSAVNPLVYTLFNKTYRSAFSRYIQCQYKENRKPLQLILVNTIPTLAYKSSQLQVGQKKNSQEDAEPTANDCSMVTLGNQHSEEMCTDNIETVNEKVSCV
Glyco luc inh = increase of ERlucT glycosylation luciferase signal, primary screen, N-linked glycosylation inhibitor project, D54 ERlucT cells, luminescence, set 2. reporter increase, % at 12.5 µM. actives 0.23% (n = 360,000). D54 ERlucT glycosylation luciferase reporter, 24 h; percent of 100 nM tunicamycin response. AID 588692, 2011;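 active = mean luciferase reporter signal, scaled so untreated is 0 and the glycosylation-blocking control 100, at or above a set limit in every replicate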;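 note: luciferase carries N-glycosylation sites so blocking glycosylation raises the light; 0% = median of neutral control wells and 100% = median of 100 nM tunicamycin wells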
ABCB6 inh MLPCN = ABCB6 transporter inhibitors, primary screen, K562-ABCB6 cells, flow cytometry, MLPCN library. K562-ABCB6 porphyrin accumulation, 1 h; hits give low values. fluorescence ratio to DMSO, % at 10 µM. actives 0.19% (n = 360,000). AID 602162, 2011;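 active = fluorescence ratio to DMSO below 75%, the collection mean minus 3 SD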;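 note: signal is porphyrin accumulated inside mitochondria; 100% equals median channel fluorescence of DMSO control wells; lower ratio means ABCB6 inhibition with less porphyrin fluorescence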
PDI turbidity = inhibitors of human PDI, primary screen, biochemical, turbidity, single point, plate reader | inhibition, % at 10 µM | Protein disulfide-isomerase (Homo sapiens), P07237 | AID 588391, 2011 | actives 0.052% (n = 350,000) | PDI insulin aggregation turbidity, A650, 90 min;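 active = mean inhibition across replicates of 30% or more, whatever share of single replicates reach that level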;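 note: absorbance from insulin aggregation driven by PDI reduction with DTT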
Target sequence (P07237 whole entry, looked up): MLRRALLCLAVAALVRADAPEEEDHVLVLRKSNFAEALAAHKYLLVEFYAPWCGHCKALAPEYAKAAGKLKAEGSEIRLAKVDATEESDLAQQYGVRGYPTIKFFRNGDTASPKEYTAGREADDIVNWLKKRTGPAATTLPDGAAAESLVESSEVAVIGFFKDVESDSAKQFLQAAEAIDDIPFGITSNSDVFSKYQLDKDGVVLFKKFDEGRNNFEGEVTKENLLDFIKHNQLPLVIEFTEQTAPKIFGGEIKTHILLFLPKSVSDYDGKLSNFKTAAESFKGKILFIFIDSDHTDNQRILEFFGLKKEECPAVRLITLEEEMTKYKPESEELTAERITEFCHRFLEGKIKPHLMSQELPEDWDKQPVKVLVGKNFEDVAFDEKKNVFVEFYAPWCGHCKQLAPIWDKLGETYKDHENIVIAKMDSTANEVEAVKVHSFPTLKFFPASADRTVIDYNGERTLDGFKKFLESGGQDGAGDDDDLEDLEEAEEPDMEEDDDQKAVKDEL
MC4R antag cAMP = MC4R antagonists of cAMP signaling, primary screen, cell-based, TR-FRET, antagonist arm of biased-ligand search. Melanocortin receptor 4 (Homo sapiens), P32245. actives 0.48% (n = 360,000). inhibition, % at 6.5 µM. MC4R-expressing cells, MTII-stimulated cAMP, LANCE TR-FRET;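 active = inhibition above its plate's cutoff, the mean of tested wells on that plate plus 3 SD, cut at about 29% in these data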;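 note: 0% = Melanotan II alone and 100% = Melanotan II plus saturating MCL0020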
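material = U2OS cells stably expressing human melanocortin 4 receptor (MC4R) | also added = Melanotan II challenge | dosing = single nominal compound dose of 6.5 µM | detection = TR-FRET with Eu-cAMP and labeled anti-cAMP, 671 nm | replication = singlicate | timing = compound 30 min, challenge 1 h, detection 1 h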
MC4R barr agon = MC4R agonists recruiting beta-arrestin, primary screen, cell-based, luminescence, agonist arm of biased-ligand search; AID 540308, 2011; actives 0.98% (n = 360,000); activation, % at 8.9 µM; U2OS MC4R beta-arrestin complementation; percent of melanotan II response, DMSO zero;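 active = activation above a per-plate cutoff, the mean activation of sample wells on that plate plus 3 SD, cut at about 8% in these data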
Cardio protect = cardioprotection against H2O2-induced cell death, primary screen, uHTS, H9c2 cells, ATPLite luminescence. H9c2 cardiomyocytes, H2O2 injury protection, 2 h. protection from H2O2 cell death, % at 20 µM. actives 0.63% (n = 360,000). AID 588492, 2011;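 active = compounds giving at least 50% protection of heart cells from peroxide-induced death in the single-dose screen, raw or plate-pattern-corrected value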;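 note: 0% = DMSO wells with peroxide and 100% = DMSO wells without peroxide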
aDG glyco act = activators of alpha-DG glycosylation, primary screen, uHTS, Pro5-aDG cells, AlphaScreen; alpha-DG glycosylation AlphaScreen (IIH6); 0% Pro5, 100% B10-LARGE cell signal; activation, % at 10 µM; actives 0.22% (n = 360,000);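 active = activation of at least 8% versus controls, or a plate z-score of at least 8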;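 note: Pro5 are CHO cells carrying HIG-tagged alpha-DG that lacks glycosylation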
Active calls of the source: *; / = not tested or not shown. Compounds were not picked by outcome. About 3.6% of those tested had a hit in this group.

SMILES	CaV13 FRET inh	Vif inh	HTR2A ag	Glyco luc inh	ABCB6 inh MLPCN	PDI turbidity	MC4R antag cAMP	MC4R barr agon	Cardio protect	aDG glyco act
COc1ccc(OCc2nnc3n2N=C(c2ccc(OC)cc2)CS3)cc1	-10.6	4.2	-4.2	3.7	100.0	/	-3.2	-1.6	0.0	-0.1
CNc1nc(Oc2cccc(NC(C)=O)c2)c2sccc2n1	-4.5	19.6	-2.2	0.9	99.0	-4.5	1.0	-0.1	-2.8	-0.2
CC1C(=O)OC(c2ccc(Cl)cc2)C(C)(C)C1=O (stereo unspecified)	-3.7	-10.7	-3.1	2.0	85.0	-6.1	3.3	-0.4	0.4	0.0
Cc1ccccc1OCCSc1nnc(C)n1-c1ccccc1	-7.0	-2.6	-8.6	-1.2	87.0	-3.9	8.0	-1.4	5.4	-0.1
CCCn1c2ccccc2c2cnn(CC(=O)NCCCN3CCN(c4ccccc4)CC3)c(=O)c21	-7.1	3.1	-10.7	-0.4	98.0	-2.7	2.8	1.3	7.5	0.2
COc1ccc(-c2csc3nc(-c4ccc(C)cc4)oc(=O)c23)cc1OC	-0.4	1.2	1.9	1.1	98.0	-5.6	4.1	3.9	-4.2	-0.4
CC(C)CN(C(=O)COC(=O)c1nc(Cl)ccc1Cl)C1CCS(=O)(=O)C1 (stereo unspecified)	-3.0	-0.8	2.9	1.7	101.0	0.3	35.6*	2.1	-2.5	-0.1
Cc1cccc(C)c1NC1=NC(C)(C)N=C(N)N1	/	/	5.1	-0.3	118.0	2.8	-6.2	0.5	-1.5	0.2
CC(C)c1nnc(NC(=O)C2CCN(c3cnccn3)CC2)s1	-3.1	-2.5	0.1	0.0	94.0	-0.3	0.8	-0.5	-5.5	0.0
COc1ccc(-c2csc(NC(=O)c3ccccc3F)c2C(=O)O)cc1	-4.2	-10.1	-4.4	-0.7	96.0	2.4	12.1	-2.5	-0.2	0.1
O=C(CSc1nn(-c2ccccc2)c(=S)s1)NC1CCS(=O)(=O)C1 (stereo unspecified)	-5.2	-12.4	-3.5	-2.0	75.0	12.3	5.0	-0.9	-2.1	0.0
CCN(CC)S(=O)(=O)c1cccc(-c2nnc(SCCOc3ccccc3)o2)c1	/	-15.5	-6.2	-3.7	95.0	7.2	8.4	-0.1	-12.6	0.8
COc1ccc(OC)c(NC(=O)CC(Cc2ccccc2OC)C(=O)O)c1 (stereo unspecified)	-5.0	2.4	5.1	3.0	97.0	1.2	2.6	-1.2	2.7	0.0
Cc1cccc(OC(C)C(=O)Nc2ccc(N3CCCCC3)cc2)c1 (stereo unspecified)	-5.2	/	-3.3	1.3	97.0	0.3	7.5	-0.7	-8.0	-0.3
COc1cccc(NC(=O)CC2(CC(=O)O)CCCC2)c1	-5.1	-15.0	2.5	3.2	100.0	-7.5	7.7	-1.4	-5.2	-0.1
CCN(CC)S(=O)(=O)c1cc(NC(=O)CSCc2c(C)noc2C)ccc1C	-1.9	-4.6	7.9	-1.2	96.0	-1.0	17.1	-1.6	-0.3	0.1
Cc1ccc2nc(SCC(=O)c3ccc(Cl)s3)[nH]c2c1	-7.1	-3.3	-3.7	2.6	104.0	1.7	7.2	0.9	-4.7	0.1
CCOC(=O)c1sc2nc(C)[nH]c(=S)c2c1C	-28.3	2.3	-4.4	7.4	98.0	7.0	-3.0	-3.0	8.5	0.0
CC(NC(=O)/C=C/c1ccco1)c1nc2ccccc2n1Cc1ccccc1F (stereo unspecified)	-4.6	1.8	2.9	4.3	104.0	-8.3	26.6	0.9	4.7	0.0
Cc1ccc(C(=O)NC(=S)NNC(=O)c2ccccc2[N+](=O)[O-])cc1	-5.0	16.9	4.9	1.8	99.0	-11.6	12.1	-1.1	34.7	0.0
NC(=O)c1c(Nc2nc3c(F)cccc3s2)sc2c1CCCC2	-1.7	-0.7	12.0	3.1	107.0	15.2	7.0	-1.9	-1.2	0.0
COc1ccc(N2C(=O)CSC2c2cccc(OC)c2OC)cc1 (stereo unspecified)	-7.5	-0.4	18.7*	-0.5	99.0	-1.6	3.2	-0.7	-1.1	0.3
COc1cccc(OC)c1C(=O)NNC(=O)c1cccc(COc2ccc3c(c2)CCC3)c1	-4.9	-8.9	-3.6	-6.6	95.0	-11.1	6.1	1.9	5.6	-0.1
CC(Oc1ccc(Br)cc1)C(=O)NCCCN1CCCC1=O (stereo unspecified)	-4.7	10.1	-0.7	3.9	98.0	7.6	2.2	-0.1	4.3	-0.3
CCOC(=O)c1c(NC(=O)C2CCCN(S(=O)(=O)c3ccccc3)C2)sc2c1CCCC2 (stereo unspecified)	-4.8	-6.4	4.7	-4.2	95.0	-1.7	6.9	-1.1	-6.5	0.2

Next section.
SMILES	CaV13 FRET inh	Vif inh	HTR2A ag	Glyco luc inh	ABCB6 inh MLPCN	PDI turbidity	MC4R antag cAMP	MC4R barr agon	Cardio protect	aDG glyco act
Cc1cc(C)nc(NS(=O)(=O)c2ccc(N3C(=O)C4CC=C(Cl)CC4C3=O)cc2)n1 (stereo unspecified)	-5.7	-4.6	-0.7	-0.7	99.0	3.7	9.2	-2.2	0.0	0.0
CCC1(C)Cc2c(sc3nc(SC)[nH]c(=O)c23)CO1 (stereo unspecified)	-2.4	1.6	1.4	5.9	90.0	-0.8	-0.6	2.5	1.1	0.4
CN(C)c1ccc(-c2nc3n(n2)C(c2cccnc2)C2=C(CC(C)(C)CC2=O)N3)cc1 (stereo unspecified)	-5.7	14.6	0.3	-1.7	102.0	-3.4	-8.1	-2.2	5.6	-0.2
CCN(CC)S(=O)(=O)c1ccc2[nH]c(=O)cc(C(=O)Nc3ccc(C)c(S(=O)(=O)N(CC)CC)c3)c2c1	-4.0	/	-1.1	-3.9	95.0	7.3	2.3	-0.6	1.8	-0.4
CC(C)CC(=O)Nc1ccc(C(=O)COc2ccc(-c3nnco3)cc2)cc1	-5.7	11.4	1.7	-0.7	89.0	5.5	8.0	-0.9	-3.4	0.0
CCCCCCSc1nnc(N)s1	-5.7	12.2	-0.8	1.5	96.0	-3.8	-2.5	-0.6	-0.1	0.0
CSc1nc(C)cc(C)c1C#N	/	-2.9	0.9	-7.4	102.0	-1.7	5.4	0.4	4.6	0.0
COc1ccc(-c2cc(C(=O)N3CCCCCC3)no2)cc1OC	-3.2	-4.0	-6.1	-2.1	99.0	-10.0	7.3	0.8	-3.7	0.0
Cc1cnc(C(=O)Nc2cccc(-c3nnc4n3CCCCC4)c2)cn1	/	/	3.1	0.6	102.0	-5.9	5.5	-0.2	5.6	-0.3
COc1ccc(C2=NN(C(=O)CN3CCCC3)C(c3ccc(OC)cc3)C2)cc1 (stereo unspecified)	-14.0	0.5	1.8	-1.9	100.0	10.9	-4.7	-1.5	-5.9	0.0
CC(C)(C)OC(=O)NCc1ccc(CNC(=O)c2[nH]cnc2C(=O)Nc2ccccc2F)cc1	-5.0	-2.6	-3.0	-4.0	104.0	-0.2	-1.3	9.3*	25.6	0.3
COc1cccc2sc3cc(C#Cc4ccccn4)ccc3c(=O)c12	-15.3	-1.2	9.0	0.0	98.0	-1.6	1.7	0.3	27.3	-0.5
O=c1cc(-c2ccccc2)nc(N2CCCCC2)[nH]1	-4.7	-0.4	-2.4	0.2	92.0	-1.0	-2.8	2.1	-2.6	0.3
CC(=O)Oc1ccc(C(=O)Cc2ccc3ccccc3n2)c(O)c1C	-5.8	/	-0.4	-5.9	109.0	2.6	1.9	-0.3	-4.3	2.0
CC1(C)CC(=O)C=C(OC(=O)c2ccc(Cl)cc2)C1	/	7.8	2.4	0.6	97.0	12.7	-6.1	-1.1	1.0	-0.1
CC(Sc1nnc(CN2CCCC2)n1Cc1ccccc1)C(=O)Nc1ccc(F)cc1 (stereo unspecified)	-10.3	-6.6	1.4	-1.5	93.0	1.8	5.1	-3.0	-4.6	-0.1
Cc1ccc2nc(SCC(=O)Nc3ccc4c(c3)OCO4)nc(=O)n2c1	-1.7	-0.6	-2.1	-1.6	98.0	-4.5	-9.3	-1.4	2.1	0.1
CCn1c(=O)n(CC)c2cc(S(=O)(=O)NCCOc3ccccc3)c(C)cc21	/	-1.0	-0.9	4.9	100.0	4.8	3.0	0.0	-1.0	-0.3
CCOC(=O)CC1NCCc2c1[nH]c1ccc(OC)cc21 (stereo unspecified)	-3.0	6.0	-3.9	3.1	97.0	1.9	4.3	-1.3	5.7	0.1
CC[C@@]12C(=O)N(c3cccc(Br)c3)C(=O)N1[C@H](c1ccc(Cl)cc1)[C@@H]1C(=O)N(C3CCCCC3)C(=O)[C@@H]12	1.2	-3.6	8.9	3.0	101.0	-0.7	3.0	6.8	-6.3	0.7
Cc1ccccc1C(=O)OC1OC(=O)C(Cl)=C1Nc1ccc(C(=O)O)cc1 (stereo unspecified)	-4.3	0.7	2.7	1.5	92.0	-9.8	-2.0	-0.5	-2.0	-0.1
O=C(NCc1ccncc1)[C@@H]1CCCN1C(=O)[C@@H]1CCCN1C(=O)c1c(F)cccc1F	-7.0	/	0.0	/	103.0	/	/	/	/	-0.2
Cc1ccccc1OCC(=O)NC(=S)Nc1ccc(S(=O)(=O)NC2CCCCC2)cc1	0.4	-15.3	-0.5	-2.6	95.0	1.0	4.2	2.8	-30.6	0.0
Cc1ccccc1OCC(=O)Nc1sc2c(c1C#N)CCC2	-9.2	10.6	9.9	-5.7	96.0	0.2	17.4	16.7*	6.7	-0.1
CCOC1=C2[C@@H](CN(S(=O)(=O)c3ccc(C)cc3)[C@H]2c2cccc3ccccc23)[C@H]2C(=O)N(c3ccccc3)C(=O)[C@H]2C1	-5.7	/	10.5	-2.9	98.0	/	/	/	1.0	-0.1

Rewritten with two lines to a compound: 4 of the compounds above
Screens in order – CaV13 FRET inh	Vif inh	HTR2A ag	Glyco luc inh	ABCB6 inh MLPCN	PDI turbidity	MC4R antag cAMP	MC4R barr agon	Cardio protect	aDG glyco act
> CC(C)CC(=O)Nc1ccc(C(=O)COc2ccc(-c3nnco3)cc2)cc1
→ -5.7	11.4	1.7	-0.7	89.0	5.5	8.0	-0.9	-3.4	0.0
> Cc1ccccc1OCC(=O)Nc1sc2c(c1C#N)CCC2
→ -9.2	10.6	9.9	-5.7	96.0	0.2	17.4	16.7*	6.7	-0.1
> Cc1ccccc1OCC(=O)NC(=S)Nc1ccc(S(=O)(=O)NC2CCCCC2)cc1
→ 0.4	-15.3	-0.5	-2.6	95.0	1.0	4.2	2.8	-30.6	0.0
> CSc1nc(C)cc(C)c1C#N
→ /	-2.9	0.9	-7.4	102.0	-1.7	5.4	0.4	4.6	0.0
